High-throughput results deposited in PubChem BioAssay by National Center for Advancing Translational Sciences (NCATS).
Pol eta inh – inhibitors of human DNA polymerase eta; 390,000 compounds, 1.2% hits; recombinant Pol eta, fluorescent DNA replication assay; Potency, µM (titrated, usually from 114 µM), for inactives: at the top dose activity change, negative = inhibition, usual class: inhibitors; AID 588591; further: potency means the concentration at half of the fitted maximal effect; on the % scale 0 is the no-effect control and ±100 the full control effect
Target sequence (Q9Y253 whole entry, looked up): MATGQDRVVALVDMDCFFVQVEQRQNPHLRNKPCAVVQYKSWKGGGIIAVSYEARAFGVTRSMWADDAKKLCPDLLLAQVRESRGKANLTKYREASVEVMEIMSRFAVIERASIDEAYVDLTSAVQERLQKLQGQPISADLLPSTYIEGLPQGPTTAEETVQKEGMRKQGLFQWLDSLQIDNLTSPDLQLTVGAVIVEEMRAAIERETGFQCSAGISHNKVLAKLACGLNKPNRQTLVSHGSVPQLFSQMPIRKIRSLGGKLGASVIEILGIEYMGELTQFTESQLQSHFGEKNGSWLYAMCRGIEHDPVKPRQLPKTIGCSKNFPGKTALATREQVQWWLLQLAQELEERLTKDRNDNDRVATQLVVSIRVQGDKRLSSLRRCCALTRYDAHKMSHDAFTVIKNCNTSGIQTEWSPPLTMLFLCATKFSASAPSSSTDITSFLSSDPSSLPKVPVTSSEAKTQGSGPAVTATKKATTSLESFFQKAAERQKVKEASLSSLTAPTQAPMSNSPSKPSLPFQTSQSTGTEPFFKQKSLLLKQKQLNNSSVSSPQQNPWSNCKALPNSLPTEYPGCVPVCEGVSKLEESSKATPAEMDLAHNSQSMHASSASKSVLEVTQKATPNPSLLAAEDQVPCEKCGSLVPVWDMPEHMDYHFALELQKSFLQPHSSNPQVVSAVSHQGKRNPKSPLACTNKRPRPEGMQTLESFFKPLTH
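Pol eta (10 nM) was preincubated with compounds for 15 min at room temperature, after which fluorescent replication substrate (50 nM final) was added to start the reaction. Fluorescence was read kinetically at 0 and 10 min.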
APE1 inh – APE1 (human) endonuclease inhibition | Potency, µM (doses to about 65.8 µM), for inactives: top-dose activity change, negative = inhibition, actives largely listed as inhibitors | 350,000 compounds, 0.35% hits | AID 2517 | recombinant APE1, TAMRA/BHQ-2 abasic DNA cleavage fluorescence | P27695;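 further: potency means the concentration at half of the fitted maximal effect; plate controls were vehicle for no effect and reference inhibitor for full effect; nearly all actives have a fitted effect of over 55% in size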
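Activity was derived from the fluorescence gain between first and third kinetic reads (60 s intervals, ex 525/em 598 nm) after 50 nM THF-abasic TAMRA/BHQ-2 duplex was added to 0.75 nM APE1 preincubated 15 min with compound.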
Pol kappa inh – blocks human DNA polymerase kappa activity | purified Pol kappa, fluorescent DNA synthesis assay, 10 min | Potency, µM (titrated, usually from 107 µM), for the others: at the highest dose activity, negative = inhibition, actives largely listed as inhibitors | 400,000 compounds, 0.53% hits; further: potency means the concentration at half of the fitted maximal effect; on the % scale 0 is the no-effect control and ±100 the full control effect
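First, compounds were pin-transferred onto 10 nM Pol kappa. After 15 min at room temperature, substrate was added to 50 nM final. Fluorescence was then measured kinetically at 0 and 10 min.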
RGS4 inh – inhibitors of human regulator of G protein signaling 4 | AID 504845 | Potency, µM (series often up to 114 µM), without a hit: at the highest dose activity change, negative = inhibition, usual class: inhibitors | Transcreener GDP fluorescence polarization, RGS4-accelerated GTP hydrolysis | 390,000 compounds, 0.039% hits; further: potency means the concentration at half of the fitted maximal effect; on the % scale 0 is the no-effect control and ±100 the full control effect; nearly all actives have a fitted effect of over 75% in size; some results filed as inactive show a strong effect at the top dose
Target sequence (P49798 whole entry, looked up): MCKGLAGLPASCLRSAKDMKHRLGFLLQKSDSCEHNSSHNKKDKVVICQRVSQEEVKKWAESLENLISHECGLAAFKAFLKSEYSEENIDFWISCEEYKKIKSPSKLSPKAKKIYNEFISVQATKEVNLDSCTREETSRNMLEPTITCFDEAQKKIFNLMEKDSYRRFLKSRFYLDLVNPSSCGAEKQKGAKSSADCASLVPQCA
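MLSMR compounds (23 nl, pin-transferred) preincubated 10 min at room temperature with a 500nM (2x) first reagent, then RGS4 at 900nM (2x) plus Transcreener GDP mix added; fluorescence polarization (620/688 nm) read before and after 90 min at 30 °C.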
ERG-DNA inh – inhibitors of human ERG Ets domain-DNA interaction | Potency, µM (top dose mostly 76.9 µM), without a hit: top-dose FP activity, negative = inhibition, usual class: inhibitors | fluorescence polarization, His-ERG Ets domain / labelled DNA | 370,000 compounds, 0.028% hits | P11308; active means well fitted inhibition curve with a large enough effect in the polarisation, with a control signal flat; inconclusive means small, poorly fitted or top-dose-only effect, or effect the other way, or a change in a side signal; inactive means no such curve, though single readings can be large or run the other way; the % refers to the polarisation;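 further: polarization taken with two DNA probes labelled with fluorescein and Texas red; potency means the concentration at half of the fitted maximal effect; % of control where 0% means no effect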
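His-tagged ERG Ets domain (1 uM in the protein solution; 300mM KCl, 50mM Tris-HCl, 1mM EDTA, 1mM DTT, pH 7.5) received compound, then a probe mix of 5 nM fluorescein-DNA and 100nM Texas-615-DNA. Fluorescence polarization was read for both dyes.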
POLB inh – DNA polymerase beta (human) inhibition | Pol beta primer extension/strand displacement, fluorescence kinetic | Potency, µM (top dose mostly 114 µM), for the others: at the highest dose activity change, negative = inhibition, actives largely listed as inhibitors | 340,000 compounds, 1.3% hits | AID 485314; further: potency means the concentration at half of the fitted maximal effect; on the % scale 0 is the no-effect control and ±100 the full control effect
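Values derive from four-parameter Hill fits of normalized kinetic data: reads at 0 and 10 min following addition of 50 nM substrate to 10 nM Pol beta preincubated 15 min with compound.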
12-LOX inh – inhibitors of human 12S-lipoxygenase ALOX12 | purified 12hLO, xylenol orange hydroperoxide absorbance | 580,000 compounds, 1.1% hits | Potency, µM (doses to about 108 µM), for inactives: top-dose activity change, negative = inhibition, hits mostly inhibitors; further: potency means the concentration at half of the fitted maximal effect; on the % scale 0 is the no-effect control and ±100 the full control effect
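Purified human 12hLO (150 nM final) in 25 mM Hepes, 0.01% Triton X-100, pH 7.0 was preincubated 15 min at room temperature with compound. Then 40 uM arachidonic acid was added, 30 min. Hydroperoxide was read by Fe-XO absorbance ratio 573/405 nm.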
Apoferritin bind – candidate novel general anesthetic via apoferritin binding | P02791 | apoferritin/1-aminoanthracene competitive binding, fluorescence | Potency, µM (series often up to 77.5 µM), without a hit: at the highest dose activity change, negative = displacement, hits mostly inhibitors | 350,000 compounds, 0.074% hits | AID 485281; further: potency means the concentration at half of the fitted maximal effect; on the % scale 0 is the no-effect control and ±100 the full control effect; nearly all actives have a fitted effect of over 20% in size
Target sequence (P02791 2-175 limits assumed): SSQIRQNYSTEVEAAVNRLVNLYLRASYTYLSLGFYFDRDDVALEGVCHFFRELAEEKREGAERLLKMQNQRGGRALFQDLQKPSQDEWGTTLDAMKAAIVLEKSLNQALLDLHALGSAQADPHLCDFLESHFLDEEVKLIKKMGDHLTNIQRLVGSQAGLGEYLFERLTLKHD
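Horse-spleen apoferritin (10 uM) in 50% saturated 1-aminoanthracene in PBS was incubated 10 min at room temperature with compound. Fluorescence (ex 380, em 535 nm) was normalized to free and bound 1-AMA, with concentration-response fitted by a four-parameter Hill equation.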
LDHA inh – blocks human lactate dehydrogenase A | activity change, % (values are at about 110 or 230 µM) | AID 1347041 | 480,000 compounds, 0.15% hits | P00338 | purified LDHA, NADH/diaphorase-resazurin fluorescence; stronger effect = lower value; in the data active means activity change below about -30%; inconclusive means mostly about -25% to -30%;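 further: plate controls were DMSO wells for no effect and wells without enzyme for full effect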
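Resorufin fluorescence (ex540/em590), read at 0 and 20 min after diaphorase/resazurin addition, reports the NADH left after a 5 min room-temperature reaction of 2 nM human LDH5 with 0.06 mM NADH and 0.2 mM pyruvate.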
* hit, by the source's call; ? = inconclusive; · = no result given; & = joins results of further samples; [ ] = another dose, or the depositor's remark. Unless noted, the call rests on the fitted dose curve; in most records, active means well fitted curve in the direction sought with a large enough effect; inconclusive means small, poorly fitted or top-dose-only effect, or another doubt; inactive means no such curve, though single readings can be large; an effect the other way counts as inactive or inconclusive. The list is partial; the hit share may differ from the screen's.

no.	mol	Pol eta inh	APE1 inh	Pol kappa inh	RGS4 inh	ERG-DNA inh	POLB inh	12-LOX inh	Apoferritin bind	LDHA inh
1	COC(=O)c1ccc(OCC(O)Cn2cnc3cc(C)c(C)cc32)cc1 (centres undefined)	·	·	0%[60.1 µM]	-23%	1%	?	5%	-5%	0
2	CSc1ccc(C(=O)N2CCc3ccc(NC(=O)c4ccccn4)cc3C2)cc1	-22%	52%[activator]	-1%	-39%	3%	3%	2%	?	5
3	CC1CCCC/C1=N\NC(=S)Nc1cccnc1 (centres undefined)	-11%	13%	-4%	-21%	18%	16%	-28%	-5%	13
4	CCOC(=O)C1CCN(C(=O)CSc2ccccc2)CC1	8%	3%	9%	-6%	1%	-21%	-29%	8%	-2
5	COc1ccc(-c2cc3nc(-c4ccccc4)cc(N4CCC5(CC4)OCCO5)n3n2)cc1	0%	13%	-4%	-2%	-10%	?	8%	7%	-5
6	O=C(NCCCNC(=O)c1ccc(Cl)cc1Cl)c1ccccn1	-3%	35%	-18%	20%	-2%	4%	-1%	1%	2
7	CCCn1c(=O)c2sccc2n2c(CCCC(=O)N3CCN(c4cccc(Cl)c4)CC3)nnc12	-21%	·	4%	9%	0%	-1%	-25%	-8%	-1
8	Cc1oc(-c2ccccc2F)nc1CS(=O)(=O)CC(=O)NC1CCCC(C)C1C (centres undefined)	-14%	38%	1%	9%	1%	-17%	-16%	?	1
9	FC(F)(F)c1ccc(-c2n[nH]c(=S)o2)nc1	-12%	1%	1%	-22%	12%	4%	?	-8%	-2
10	Cc1cccc(C(=O)Nc2sc3c(c2C#N)CCCCC3)c1	4%	2%	-15%	1%	3%	-13%	1%	-10%	-2
11	CCCCn1c(=O)n(-c2ccc(Br)cc2F)c(=O)c2c3c(sc21)CN(C(C)=O)CC3	-5%	·	8%	-3%	1%	19%	0%	-23%	-2
12	COC(=O)c1sc(S(=O)(=O)NCC(=O)O)c(C(=O)OC)c1C	-10%	15%	0%	10%	0%	6%	-20%	-5%	-2

(further entries)
no.	mol	Pol eta inh	APE1 inh	Pol kappa inh	RGS4 inh	ERG-DNA inh	POLB inh	12-LOX inh	Apoferritin bind	LDHA inh
13	O=C(COC(=O)C1CC2CCCC(C1)C2=O)Nc1nc(-c2ccc(F)c(F)c2)cs1 (centres undefined)	-11%	-4%	-4%	24%	15%	·	-10%	·	-10
14	CCCN(CCC)CCCNC(=O)Cn1cnc2onc(-c3ccc(F)cc3)c2c1=O	-10%	·	-6%	-24%	-3%	-17%	-6%	0%	3
15	CCN(CC)S(=O)(=O)c1cccc(C(=O)N[C@H](C(=O)NNC(=O)c2ccccc2)C(C)C)c1	-20%	4%	4%	-8%	7%	3%	5%	2%	-1
16	Cc1ccccc1NC(=O)c1c(C)oc2ccc(O)c(CN3CCCC(C)C3)c12 (centres undefined)	-22%	·	6%	-10%	-3%	1%	-23%	-10%	11
17	CCCCCOC(=O)C1=C(C)NC(=O)NC1c1ccccc1OCC (centres undefined)	-9%	-9%	-8%	1%[11.4 µM]	-3%	6%	-4%	?	-3
18	CCc1cc(=O)oc2c3c(cc(OCC(=O)Nc4cccnc4)c12)OC(C)(C)CC3	-15%	5%	-9%	12%	-1%	3%	6%	-10%	-4
19	COc1ccc(CC(=S)N2CCOCC2)cc1OC	11%	16%	-9%	-7%	-2%	36%	0%	-13%	0
20	COc1ccc(O)c(-c2cc(-c3ccc(F)cc3)n[nH]2)c1	-19%	-3%	0%	-8%	-6%	-23%	0%	2%	8
21	O=P(c1ccc2c(c1)OCCO2)(N1CCOCC1)N1CCOCC1	-10%	1%	5%	-37%	2%	14%	2%	-11%	-1
22	CCOc1ccccc1CNC(=O)CN1C(=O)C2CCCCN2c2ccc(C(=O)N(C)C)cc21 (centres undefined)	-19%	·	-5%[60.1 µM]	-5%	-8%	13%	-3%	-22%	-3
23	CCC(=O)N1CCc2cc(S(=O)(=O)NCCC(=O)Nc3cccc(SC)c3)ccc21	-24%	·	-5%	-8%	-30%	1%	-14%	-11%	0
24	Cc1ccccc1NC(=S)N(CCN(C)C)C(C)c1ccccn1 (centres undefined)	-11%	3%	-15%	-15%	-2%	0%	19%	-2%	0

Additional results:
no.	mol	Pol eta inh	APE1 inh	Pol kappa inh	RGS4 inh	ERG-DNA inh	POLB inh	12-LOX inh	Apoferritin bind	LDHA inh
25	Cn1c(-n2cccc2)c(-c2c(-c3ccc(F)cc3)[nH]c3c2c(=O)[nH]c(=O)n3C)c(=O)[nH]c1=O	-13%	·	-6%	10%	2%	41%	-18%	13%	2
26	Cc1ccccc1OCCOC(=O)c1ccc(S(=O)(=O)N2CCCC2)cc1	-12%	33%	-12%	-4%	5%	·	2%	·	-5
27	CC1CCN(S(=O)(=O)c2ccc(S(=O)(=O)N3CCCC3)cc2)CC1	-20%	10%	8%	-29%	3%	-12%	-17%	-2%	-6
28	CCc1c(C(C)S(=O)(=O)c2ccccc2)[nH]c(=O)n1CC (centres undefined)	-20%	3%	1%	?	15%	9%	?	-12%	-4
29	COc1ccc(CC(=O)OCC(=O)NC(=O)Nc2ccccc2F)cc1	-6%	21%	-5%	-1%	·	·	189%[activator]	·	-2
30	Cc1ccc(-c2cn3cccc(C)c3n2)cc1	-8%	-2%	-13%	4%	-14%	2%	1%	-5%	-5
31	Cc1cccc(N2C(=O)CC(N3CCN(Cc4ccc(Cl)cc4)CC3)C2=O)c1 (centres undefined)	2%	1%	-17%	-25%	-4%	-25%	33%[activator]	-13%	-5
32	CC(NC(=O)COC(=O)C12CC3CC(CC(Br)(C3)C1)C2)c1ccccc1 (centres undefined)	-10%	-14%	-8%	-6%	5%	·	-29%	·	3
33	COc1cccc([C@@H]2Nc3ccc(C(=O)O)cc3[C@@H]3C=CC[C@@H]32)c1OC	8%	·	8%[60.1 µM]	-10%	0%	2%	-22%	-10%	7
34	COC(=O)c1ccc(CNC(=O)COC(=O)c2ccc(N(C)C)cc2)cc1	-5%	-5%	-13%	8%	2%	-23%	-16%	-3%	-6
35	O=C(C1CCN(c2ncnc3c2nc2n3CCCCC2)CC1)N1CCN(c2cccc(Cl)c2)CC1	-15%&-15%	-28%	-6%&-19%	-6%&19%	-8%&2%	1%&-1%	-2%&-6%	-9%&-12%	1&-7
36	COc1ccc(CN2C(=O)c3cccnc3C2=O)cc1S(=O)(=O)N1CCCCC1C (centres undefined)	-4%	-10%	-10%	20%	-5%	1%	-10%	-18%	-9

A second format for two compounds above.
31: Cc1cccc(N2C(=O)CC(N3CCN(Cc4ccc(Cl)cc4)CC3)C2=O)c1 (centres undefined)
  Pol eta inh: 2% | APE1 inh: 1% | Pol kappa inh: -17% | RGS4 inh: -25% | ERG-DNA inh: -4% | POLB inh: -25% | 12-LOX inh: 33%[activator] | Apoferritin bind: -13% | LDHA inh: -5
32: CC(NC(=O)COC(=O)C12CC3CC(CC(Br)(C3)C1)C2)c1ccccc1 (centres undefined)
  Pol eta inh: -10% | APE1 inh: -14% | Pol kappa inh: -8% | RGS4 inh: -6% | ERG-DNA inh: 5% | POLB inh: · | 12-LOX inh: -29% | Apoferritin bind: · | LDHA inh: 3

Going on with the list:
no.	mol	Pol eta inh	APE1 inh	Pol kappa inh	RGS4 inh	ERG-DNA inh	POLB inh	12-LOX inh	Apoferritin bind	LDHA inh
37	COCCNC(=O)c1cc2cc(Cl)cc(Cl)c2oc1=O	-18%	8%	3%	?	-1%	28%	-9%	-12%	-10
38	COc1cccc(C=Nc2ccc(N3CCOCC3)cc2)c1O	-25%	10%	-16%	-1%	4%	-1%	?	-23%	24
39	O=S(=O)(NC1CCN(Cc2ccccc2)CC1)c1cccc(S(=O)(=O)N2CCOCC2)c1	1%	2%	-14%	20%	2%	0%	-17%	-13%	0
40	Cc1ccc2oc(/N=C(\N)NC(=O)C(C)(C)C)nc2c1	-5%	6%	-10%	5%	-5%	-13%	198%[activator]	-3%	-6
41	CCCN(Cc1ccc(C)cc1)C(=O)c1ccc(CNS(=O)(=O)c2ccc(C(C)=O)cc2)cc1	-13%	38%[activator]	-26%	18%	-8%	·	-1%	·	-3
42	O=C(NCc1cccnc1)c1cccc2c1C(=O)N(C1CCCCC1)C2	?	-1%	-9%	9%	1%	-31%	0%[57.4 µM]	6%	-6
43	Cc1cc2cc(CN(CCCO)S(=O)(=O)c3cccc4nsnc34)c(=O)[nH]c2cc1C	4%	-3%	-12%	7%	0%	3%	5%	-21%	-6
44	Cc1cc(N2C(=O)C3CC=CCC3C2=O)no1 (centres undefined)	-6%	4%	-12%	13%	-2%	2%	0%	-13%	-11
45	CC(C)N1CCC(N2CCN(C/C=C/c3ccc(F)cc3)CC2CCO)CC1 (centres undefined)	-5%	-4%	-4%	-18%	5%	-11%	-2%	-2%	-5
46	Clc1ccc(-c2nc3ccccn3c2Nc2ccc3c(c2)OCCO3)s1	-18%	·	-3%	15%	10%	-3%	25µM*	9%	6
47	O=C(COc1ccccc1Cl)OCc1cc(=O)n2nc(C3CCCCC3)sc2n1	-14%	·	0%	-19%	13%	7%	?	?	-6
48	CN(CC(=O)NCc1ccccn1)S(=O)(=O)c1ccc(Cl)cc1	-10%	4%	1%	-11%	3%	1%	437%[activator]	-8%	-5
